Screening results deposited in PubChem BioAssay by National Center for Advancing Translational Sciences (NCATS).
12-LOX inh: inhibitors of human 12S-lipoxygenase ALOX12. hit rate 1.1% among 580,000. Potency, µM (highest dose often 108 µM), for inactives: at the highest dose activity change, negative = inhibition, hits mostly inhibitors. purified 12hLO, xylenol orange hydroperoxide absorbance; note: potency is the fitted concentration of half-maximal effect; % is set by controls: 0 for no effect and ±100 for the full control effect
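Purified human 12hLO (150 nM final) in 25 mM Hepes, 0.01% Triton X-100, pH 7.0 was preincubated 15 min at room temperature with compound. Then 40 uM arachidonic acid was added, 30 min. Hydroperoxide was read by Fe-XO absorbance ratio 573/405 nm.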
Pol beta inh: DNA polymerase beta (human) inhibition; AID 485314; P06746; Potency, µM (titrated, usually from 114 µM), for the others: at the highest dose activity change, negative = inhibition, hits mostly inhibitors; hit rate 1.3% among 340,000; Pol beta primer extension/strand displacement, fluorescence kinetic; note: potency is the fitted concentration of half-maximal effect; % is set by controls: 0 for no effect and ±100 for the full control effect
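Reaction started by 50 nM substrate onto compound-treated Pol beta (10 nM, 15 min preincubation, room temperature); plates read at 0 min and 10 min. Normalized concentration-effect data fitted by four-parameter Hill equation.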
POLK inh: DNA polymerase kappa (human) inhibition | Q9UBT6 | purified Pol kappa, fluorescent DNA synthesis assay, 10 min | Potency, µM (top dose mostly 107 µM), for the others: at the top dose activity, negative = inhibition, actives largely listed as inhibitors | hit rate 0.53% among 400,000 | AID 588579; note: potency is the fitted concentration of half-maximal effect; % is set by controls: 0 for no effect and ±100 for the full control effect
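10 nM Pol kappa was preincubated with compounds for 15 min at room temperature. Reaction started with 50 nM (final) substrate. Fluorescence read kinetically at 0 and 10 min.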
ERG-DNA inh: inhibitors of human ERG Ets domain-DNA interaction | P11308 | hit rate 0.028% among 370,000 | fluorescence polarization, His-ERG Ets domain / labelled DNA | Potency, µM (top dose mostly 76.9 µM), without a hit: at the highest dose FP activity, negative = inhibition, most hits filed as inhibitors; active = well fitted inhibition curve with a large enough effect in the polarisation, with a control signal flat; inconclusive = small, poorly fitted or top-dose-only effect, or effect the other way, or a change in a side signal; inactive = no such curve, though single readings can be large or run the other way; the % refers to the polarisation;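 note: polarization taken with two DNA probes labelled with fluorescein and Texas red; potency is the fitted concentration of half-maximal effect; % of control where 0% means no effect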
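His-tagged ERG Ets domain (1 uM in the protein solution; 300mM KCl, 50mM Tris-HCl, 1mM EDTA, 1mM DTT, pH 7.5) received compound, then a probe mix of 5 nM fluorescein-DNA and 100nM Texas-615-DNA. Fluorescence polarization was read for both dyes.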
LDHA inh: blocks human lactate dehydrogenase A; activity change, % (values are at about 110 or 230 µM); purified LDHA, NADH/diaphorase-resazurin fluorescence; active compounds read low; hit rate 0.15% among 480,000; in the data active = activity change below about -30%; inconclusive = mostly about -25% to -30%;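 note: plate controls were DMSO wells for no effect and wells without enzyme for full effect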
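LDH5 2 nM; NADH 0.06 mM, pyruvate 0.2 mM; 200 mM Tris pH 7.4, EDTA, Tween-20; 5 min RT. Detection: diaphorase 0.133 mg/mL + resazurin 37 µM, fluorescence ex540/em590 at 0 and 20 min; normalized to enzyme-free and DMSO wells.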
APEX1 inh: blocks human APE1 abasic DNA cleavage; Potency, µM (titrated, usually from 65.8 µM), without a hit: at the top dose activity change, negative = inhibition, most hits filed as inhibitors; hit rate 0.35% among 350,000; recombinant APE1, TAMRA/BHQ-2 abasic DNA cleavage fluorescence; AID 2517; P27695;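 note: potency is the fitted concentration of half-maximal effect; plate controls were vehicle for no effect and reference inhibitor for full effect; nearly all actives have a fitted effect of over 55% in size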
Target sequence (P27695 whole entry, looked up): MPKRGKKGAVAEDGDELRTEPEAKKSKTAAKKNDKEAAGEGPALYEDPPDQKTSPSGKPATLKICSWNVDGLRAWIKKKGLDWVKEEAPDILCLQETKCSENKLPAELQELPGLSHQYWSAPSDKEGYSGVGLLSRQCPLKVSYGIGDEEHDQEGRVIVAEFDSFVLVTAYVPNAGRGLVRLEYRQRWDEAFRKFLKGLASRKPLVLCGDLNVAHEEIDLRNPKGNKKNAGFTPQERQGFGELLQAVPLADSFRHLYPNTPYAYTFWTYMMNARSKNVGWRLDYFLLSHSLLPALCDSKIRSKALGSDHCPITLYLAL
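Kinetic fluorescence read (525 ex/598 em nm, three reads 60 s apart) of AP-site incision; signal = third minus first read. Enzyme 0.75 nM, dual-labelled THF duplex 50 nM, compound preincubation 15 min RT.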
RGS4 inh: human RGS4 inhibition | P49798 | Transcreener GDP fluorescence polarization, RGS4-accelerated GTP hydrolysis | Potency, µM (highest dose often 114 µM), for inactives: top-dose activity change, negative = inhibition, most hits filed as inhibitors | hit rate 0.039% among 390,000; note: potency is the fitted concentration of half-maximal effect; % is set by controls: 0 for no effect and ±100 for the full control effect; nearly all actives have a fitted effect of over 75% in size; some results filed as inactive show a strong effect at the top dose
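MLSMR compounds (23 nl, pin-transferred) preincubated 10 min at room temperature with a 500nM (2x) first reagent, then RGS4 at 900nM (2x) plus Transcreener GDP mix added; fluorescence polarization (620/688 nm) read before and after 90 min at 30 °C.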
Pol eta inh: inhibitors of human DNA polymerase eta | Q9Y253 | recombinant Pol eta, fluorescent DNA replication assay | Potency, µM (doses to about 114 µM), inactives show top-dose activity change, negative = inhibition, hits mostly inhibitors | hit rate 1.2% among 390,000 | AID 588591; note: potency is the fitted concentration of half-maximal effect; % is set by controls: 0 for no effect and ±100 for the full control effect
Target sequence (Q9Y253 whole entry, looked up): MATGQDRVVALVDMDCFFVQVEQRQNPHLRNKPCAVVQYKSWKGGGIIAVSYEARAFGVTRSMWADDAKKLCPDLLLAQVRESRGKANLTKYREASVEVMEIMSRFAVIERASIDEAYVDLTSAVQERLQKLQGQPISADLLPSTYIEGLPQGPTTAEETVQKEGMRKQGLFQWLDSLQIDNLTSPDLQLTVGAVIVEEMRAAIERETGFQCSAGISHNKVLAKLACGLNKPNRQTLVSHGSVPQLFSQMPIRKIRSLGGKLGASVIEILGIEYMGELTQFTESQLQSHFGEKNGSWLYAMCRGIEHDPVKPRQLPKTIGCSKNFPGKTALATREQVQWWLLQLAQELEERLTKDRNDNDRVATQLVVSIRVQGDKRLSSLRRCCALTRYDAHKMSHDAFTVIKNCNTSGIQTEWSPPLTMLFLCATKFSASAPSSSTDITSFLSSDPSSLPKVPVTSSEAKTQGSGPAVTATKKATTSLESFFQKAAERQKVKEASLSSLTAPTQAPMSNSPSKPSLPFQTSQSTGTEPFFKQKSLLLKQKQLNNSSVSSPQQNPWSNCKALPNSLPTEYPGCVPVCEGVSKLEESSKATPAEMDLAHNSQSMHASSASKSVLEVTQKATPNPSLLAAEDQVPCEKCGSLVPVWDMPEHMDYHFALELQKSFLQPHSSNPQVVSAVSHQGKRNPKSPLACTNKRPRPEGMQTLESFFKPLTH
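Pol eta at 10 nM preincubated with compounds 15 min at room temperature; reaction started with fluorescent substrate (50 nM final) and read kinetically at 0 and 10 min.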
Anesthetic bind: candidate novel general anesthetic via apoferritin binding; P02791; apoferritin/1-aminoanthracene competitive binding, fluorescence; Potency, µM (highest dose often 77.5 µM), for the others: top-dose activity change, negative = displacement, most hits filed as inhibitors; hit rate 0.074% among 350,000; AID 485281; note: potency is the fitted concentration of half-maximal effect; % is set by controls: 0 for no effect and ±100 for the full control effect; nearly all actives have a fitted effect of over 20% in size
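Probe: 1-aminoanthracene (50% saturated, PBS). Protein: horse-spleen apoferritin, 10 uM. Incubation: 10 min, room temperature. Detection: 380 nm excitation, 535 nm emission. Analysis: normalized response, four-parameter Hill.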
Starred values were filed as active, the others as inactive; ? = inconclusive; nt = not tested or not shown; & = joins results of further samples; [ ] = another dose, or the depositor's remark. Unless noted, calls come from the whole dose curve; as a rule, active = well fitted curve in the direction sought with a large enough effect; inconclusive = small, poorly fitted or top-dose-only effect, or another doubt; inactive = no such curve, though single readings can be large; an effect the other way counts as inactive or inconclusive. This is a subset, so the mix of outcomes need not match the whole.

smiles	12-LOX inh	Pol beta inh	POLK inh	ERG-DNA inh	LDHA inh	APEX1 inh	RGS4 inh	Pol eta inh	Anesthetic bind
COCC(=O)Nc1ccc(S(=O)(=O)NCCc2ccccc2)cc1	-2.0%	-1.4%	-9.5%	-2.1%	-4.5	-1.2%	-0.7%	-2.8%	5.8%
Cc1ccc(S(=O)(=O)N(C)CC(=O)Nc2cc(C)ccn2)cc1	-1.9%	nt	1.3%	1.4%	-9.7	-5.9%	8.2%	0.0%	nt
CNC(=O)c1c[nH]n2c(=O)c(Cc3ccccc3F)c(C)nc12	7.9%	?	-2.5%	-2.0%	-3.7	0.7%	7.1%	-6.9%	-7.1%
NC(=O)COC(=O)c1ccc2noc(-c3ccccc3)c2c1	nt	-0.1%	6.2%	12.2%	1.5	-1.6%	-9.4%	-12.2%	-2.2%
CCOC(=O)Cn1cc(/C=C(\C#N)C(=O)N2CCOCC2)c2ccccc21	37.4%[activator]	-18.9%	0.7%	-5.7%	-0.7	-0.8%	-10.5%	-8.3%	-4.3%
CCOc1ccc(C(=O)c2cn(CC(=O)Nc3ccc(Cl)cc3)c3cc4c(cc3c2=O)OCO4)cc1	-20.5%	-17.1%	-13.5%	-2.5%	0.4	nt	-7.5%	-2.8%	?
Cn1c2ccsc2c2ncn(Cc3ccccc3F)c(=O)c21	0.0%	nt	1.5%	nt	1.1	21.5%&-38.0%	8.9%	-15.3%	nt
Nc1nonc1-n1nnc(C(=O)N/N=C/c2ccc(F)cc2)c1-c1cccs1	-0.9%	41.8%	?	20.2%	-6.3	2.9%	6.3%	10.9%	-7.6%
COc1cc(/C=N/n2c(C)n[nH]c2=S)ccc1OCc1ccc(F)cc1	?	1.5%	10.4%	-0.5%	0.3	-2.7%	-49.7%	-15.9%	?
CC(=O)N1CCN(C(=O)c2ccc(OC3CCN(CCc4ccccc4)CC3)cc2)CC1	?	36.1%	-0.8%	2.0%	-8.5	18.6%	-10.8%	-16.9%	-2.7%
CC(C)(C)OC(=O)NCCc1nnc(SCC(=O)Nc2cccc(Cl)c2)o1	-16.1%	-5.8%	-12.0%	-2.2%	-13.2	0.0%	-3.9%	-13.2%	-14.2%
CCOC(=O)/C(=C/Nc1ccccc1)[N+](=O)[O-]	307.1%[activator]	22.8%	-0.6%	-5.4%	-1.9	1.0%	5.4%	-3.0%	-6.5%
CC1(O)c2ccccc2C(=O)N1CCc1ccccc1F (centres undefined)	-10.4%	7.6%	-18.5%	-23.3%	-3.4	-1.3%	6.6%	-15.9%	?
Cc1ccc(NC(=O)CN2C(=O)S/C(=C\c3ccccn3)C2=O)cc1	-5.5%	50.0%	9.4%	1.6%	-2.0	24.0%	-17.9%	-17.7%	-3.8%
CN(C)/C(=N\S(=O)(=O)c1ccccc1)c1ccc(Cl)cc1	nt	-0.4%	7.5%	-6.3%	-3.6	17.8%	-1.0%	-4.4%	-8.0%
C=CCN(CC=C)C(=O)c1cccc(S(=O)(=O)N2c3ccccc3CC2C)c1 (centres undefined)	-0.9%	-9.3%	-11.4%	12.9%	-1.6	2.3%	16.4%	1.0%	-4.5%
COc1ccccc1N1CCN(C(=O)c2ccc3[nH]c(C)c(C)c3c2)CC1	0.0%	?	-8.6%	1.2%	-2.6	-10.2%	7.0%	-10.8%	-17.6%
CCn1c(=O)c2sccc2n2c(CCCC(=O)Nc3ccc(C)cc3)nnc12	-14.4%	-1.6%	2.9%	-6.4%	-7.8	nt	11.4%	-18.1%	-5.6%
CCC(C(=O)NC1CC1)n1nc(C)c2c(C)n(-c3ccccc3)nc2c1=O (centres undefined)	-3.6%	5.8%	15.7%	-15.9%	-0.9	62.1%[activator]	-10.4%[11.4 µM]	-13.8%	-6.8%
Cn1c(C(=O)N2CCCC(C(=O)NCc3cccs3)C2)cc2sccc21 (centres undefined)	-29.9%	14.5%	-6.3%	nt	-1.8	-0.7%	14.4%	-1.1%	-11.5%
CCCc1cc(=O)[nH]c(SCC(=O)NCc2ccc3c(c2)OCO3)n1	0.4%	0.2%	0.3%	-8.8%	-6.3	26.5%[12.4 µM]	7.7%	-17.6%	5.3%
COc1ccccc1OCC(=O)Nc1ccc(N2CCCCC2)cc1	?	20.8%	-5.0%	2.2%	0.3	?	-4.8%	-16.4%	?
CCN(CCCNC(=O)CCCN1C(=O)COc2ccc(C)cc21)c1cccc(C)c1	-30.2%	0.7%	-3.7%	-5.0%	0.4	-4.9%	7.1%	-16.3%	-13.5%
OCCN(CCO)c1nc(-c2ccccc2)nc2c1oc1ccccc12	?	?	-0.9%	10.5%	1.0	1.2%	5.0%	5.9%	-6.9%
COCCCNC(=O)C1CCN(C(=O)c2cnn(-c3ccccc3)c2-n2cccc2)CC1	-24.1%	17.0%	3.0%	-2.0%	-2.6	nt	-0.3%	-17.5%	-7.1%
O=C(CC1C(=O)NCCN1Cc1cccc(F)c1)NC1CCCCCC1 (centres undefined)	?	31.9%	-2.5%	8.3%	5.2	21.2%	-9.9%	-17.4%	?
O=S(=O)(Cc1ccccc1)Nc1ccc(Br)cn1	-1.7%	4.8%	3.4%	11.4%	0.5	-2.9%	0.9%	-9.0%	-5.3%
CC(C)C[C@@H](CN)NC(=O)c1nc[nH]c1C(=O)N[C@@H](C)C(=O)CNC[C@H](CC(C)C)NC(=O)c1nc[nH]c1C(=O)N[C@@H](CC(=O)O)C(=O)O	19.7%	nt	8.5%	-7.1%	6.1	nt	-17.9%	-10.4%	nt
CN(C)S(=O)(=O)c1ccc(N2CCCC2)c(C(=O)Nc2ccccc2N2CCOCC2)c1	-8.5%	39.9%	-5.5%	-5.7%	-4.1	13.3%	5.3%[11.4 µM]	-11.4%	1.0%
O=C(Nc1ccc(S(=O)(=O)N2CCc3ccccc32)cc1)C(F)(F)F	?	16.6%	-7.8%	-3.1%	-0.9	-4.4%	-3.8%	-6.8%	-14.7%
S=c1nc(-c2csc3c2CCCC3)[nH][nH]1	?	40.9%	9.1%	7.2%	-1.0	16.3%	?	-7.2%	?
CC(=O)c1cccc(NC(=O)CN2C(=S)NC(C)(C)CC2C)c1 (centres undefined)	-12.4%	0.4%	-3.9%	1.5%	-3.5	3.8%	-22.9%	-6.3%	-0.9%
N#Cc1cccc(NC(=O)CNc2cccc(S(=O)(=O)N3CCCCC3)c2)c1	9.5%	nt	-18.3%	3.0%	-2.6	11.4%	1.8%	-9.9%	nt
O=C(Cn1ncc2c3ccccc3n(Cc3ccccc3)c2c1=O)NCCCN1CCCCC1	-20.5%	23.5%	3.6%	0.1%	0.6	nt	-14.1%	-12.8%	-7.0%
CCn1cc(C(=O)O)c(=O)c2cc3c(cc21)OCO3	nt	0.4%	1.1%[60.1 µM]	nt	nt	2.4%	-4.1%[56.9 µM]	-9.8%[57.1 µM]	1.0%
CCOc1ccc(CCNC(=O)CCS(=O)(=O)c2ccc(Br)cc2)cc1OCC	11.3%	-22.1%	9.5%	4.3%	-2.2	6.2%	-15.3%	-4.9%	-8.5%
COc1ccccc1C1CC(c2ccccc2)Nc2ncnn21 (centres undefined)	26.8%	8.8%	-4.1%	-1.2%	0.0	20.9%	-5.8%	-3.8%	-4.0%
COc1ccc(C(C)=O)cc1CSc1nnc(-c2ccccc2O)n1-c1ccccc1	1.9%	?	-5.0%	-6.7%	-4.1	-1.8%	11.4%	-8.1%	?
Cc1cc2c(C)nc3ccccc3c2o1	0.0%	-1.2%	-12.1%	-2.2%	-7.1	-0.7%	-2.8%	-13.3%	-5.4%
O=C(NCc1ccco1)C1CCCN1C(=O)NCc1ccccc1 (centres undefined)	0.0%	-2.1%	-10.1%	-4.0%	-3.1	0.0%	-7.1%[56.9 µM]	0.2%	-4.0%
CCn1c(=O)n(CC)c2cc(N3CCCC3)c(NC(=O)c3cccc(C)c3)cc21	-8.6%	17.7%	3.6%	9.9%	7.7	44.2%	-13.5%	-7.9%	-0.8%
Cc1c(C(=O)N2CCN(Cc3ccc4c(c3)OCO4)CC2)sc2ncnc(N3CCN(c4ccccc4F)CC3)c12	-8.5%	34.2%	8.3%	10.4%	-6.1	-9.6%	-5.5%	-15.0%	-4.8%
O=C(NCc1cccc(Cl)c1)c1cc2c(s1)-c1ccccc1OC2	-14.1%	0.5%	5.2%	-2.2%	4.7	nt	-11.8%	-10.0%	216.2%[activator]
Cc1nnc(SCC(=O)Nc2ccc(O)cc2)c2ccccc12	19.5%	33.0%	-16.6%	1.0%	-10.1	4.9%	42.1%	-2.7%	57.8%[activator]
CNC(=S)NNC(=O)c1sccc1OCc1cccc(C(F)(F)F)c1	?	0.8%	-1.6%	1.0%	-19.6	-2.6%	-4.8%	3.6%	1.7%
COC(=O)[C@@H]1C[C@@]2(O)[C@H](O)[C@H](O)[C@H](O)C[C@H]2N1Cc1cc(F)ccc1F	-15.1%	10.5%	-7.7%	10.0%	-0.2	0.4%&6.3%	26.2%	-3.6%	2.4%&4.2%
